Screening data (PubChem BioAssay)
Hsp70 act – Hsp70 transcriptional activation, primary screen. HeLa Hsp70 promoter luciferase reporter, luminescence; scaled: vehicle 0, proteasome-inhibitor control 100%. activation, % at 10 µM. 0.04% of 200,000 active;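 active means activation above the mean across all tested compounds plus 3 SD, cutoff set per campaign, cut at about 5.5% in these data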;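 further: 100% = MG132 at 30 µM as the positive control and 0% = DMSO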
PMI act satM6P – activators of human phosphomannose isomerase at near-saturating mannose 6-phosphate; P34949; coupled PMI enzyme assay, resazurin fluorescence, 20 min; hits give high values; 1 = untreated enzyme, 0 = substrate-free blank; activation factor at 20 µM; 0.34% of 190,000 active; AID 1216;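 active means activation factor of 2 or more at 20 µM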
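Material: human phosphomannose isomerase with PGI, G6PDH, diaphorase coupling enzymes / Reagent: Man-6-P substrate 1.0 mM / Dosing: single compound dose of 20 µM, 1% DMSO final / Incubation: enzyme reaction with compound 20 min at room temperature / Signal: resorufin fluorescence (Ex 544/Em 590 nm) from resazurin via diaphorase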
TNAP inh noacc – blocks human TNAP activity with no phosphate acceptor present; AID 1012; 0.26% of 200,000 active; P05186; inhibition, % at 20 µM; purified TNAP, CDP-star luminescence, 30 min;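 active means tissue-nonspecific alkaline phosphatase inhibition above about 50% at 20 µM in the single-dose screen, limit read from the data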;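 further: 0% = DMSO negative control and 100% = EDTA positive control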
Target sequence (P05186 whole entry, looked up): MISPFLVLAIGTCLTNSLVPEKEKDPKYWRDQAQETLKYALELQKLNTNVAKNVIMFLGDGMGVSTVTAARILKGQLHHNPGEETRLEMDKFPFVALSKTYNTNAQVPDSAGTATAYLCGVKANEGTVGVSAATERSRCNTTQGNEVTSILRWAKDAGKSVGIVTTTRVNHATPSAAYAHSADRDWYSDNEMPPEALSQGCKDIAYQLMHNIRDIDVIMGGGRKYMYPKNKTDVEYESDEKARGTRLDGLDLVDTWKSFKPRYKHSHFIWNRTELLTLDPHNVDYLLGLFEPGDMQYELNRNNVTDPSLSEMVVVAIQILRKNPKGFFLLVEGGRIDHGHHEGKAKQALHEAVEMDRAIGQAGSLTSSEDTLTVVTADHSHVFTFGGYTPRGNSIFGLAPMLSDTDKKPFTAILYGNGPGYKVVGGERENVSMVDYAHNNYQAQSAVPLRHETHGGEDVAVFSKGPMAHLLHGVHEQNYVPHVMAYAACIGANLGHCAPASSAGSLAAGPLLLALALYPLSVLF
RAM inhibit – blocks the yeast RAM network; S. cerevisiae dse1pr::URA3 reporter, 5-FOA growth OD615, 2 d; analog-sensitive cbk1-as2 kinase mutant strain; inhibition, % at 50 µM; 1.8% of 190,000 active;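 active means inhibition above a set limit, 3 SD over mean compound inhibition, cut at about 8.4% in these data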;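 further: 0% = DMSO-only wells with no growth and 100% = 10 µM 1-NA-PP1 full growth; inhibition rescues growth on 5-FOA so higher OD means more RAM inhibition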
S1P3 antagonist – S1P3 (human) receptor antagonism | Q99500 | AID 485 | 0.27% of 170,000 active | CHO S1P3 NFAT-BLA reporter, FRET fluorescence, antagonist mode | inhibition, % at 4.98 µM;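 active means inhibition above the plate cutoff, the mean inhibition of test wells on that plate plus 3 SD, cut at about 28% in these data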;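 further: cells challenged with S1P at its EC80 of 0.8 µM; blue over green emission ratio from cleaved BLA substrate after 4 h stimulation; 0% = S1P-stimulated wells and 100% = unstimulated DMSO-only wells; some compounds past the cut are filed as inactive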
Target sequence (Q99500 whole entry, looked up): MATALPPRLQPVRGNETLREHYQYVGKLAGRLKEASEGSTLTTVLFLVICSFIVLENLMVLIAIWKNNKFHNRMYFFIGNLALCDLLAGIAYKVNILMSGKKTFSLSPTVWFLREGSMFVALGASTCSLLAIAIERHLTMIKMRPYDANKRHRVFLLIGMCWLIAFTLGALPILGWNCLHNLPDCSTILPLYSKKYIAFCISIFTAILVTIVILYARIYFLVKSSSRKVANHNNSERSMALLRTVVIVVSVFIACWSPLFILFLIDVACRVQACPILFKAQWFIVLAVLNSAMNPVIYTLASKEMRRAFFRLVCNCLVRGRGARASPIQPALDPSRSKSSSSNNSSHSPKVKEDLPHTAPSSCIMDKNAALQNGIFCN
L major viab – inhibitors of Leishmania major promastigote growth; Leishmania major promastigotes, resazurin fluorescence viability; inhibition, % at 10 µM; 9% of 200,000 active; AID 1063; in the data active means inhibition above about 50%;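 further: promastigotes grown with compound for 44 hours at 28 °C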
Efa HMGR inh – E. faecalis class II HMG-CoA reductase inhibition; purified E. faecalis HMGR, NADPH absorbance 340 nm kinetic; inhibition, % at 10 µM; 0.41% of 190,000 active;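 active means inhibition above a set limit, the median over all tested compounds plus 3 SD, cut at about 9.5% in these data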;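 further: enzyme runs in reverse so mevalonate oxidation gives rising NADPH absorbance; 0% = complete reaction with DMSO and 100% = background rate lacking mevalonate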
Redox H2O2 prof – compounds producing H2O2 with reducing agent – biochemical, NIH compound library profiling, artefact control for MLSCN library redox annotation, primary screen. DTT-dependent redox cycling H2O2, phenol red/HRP absorbance; 100% = 100 µM peroxide control, 0% = buffer. 0.03% of 200,000 active. activation, % at 10 µM;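 active means activation of at least 50% relative to the plate's high and low controls in the primary single-dose screen; inactive means activation below 50%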;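 further: compound incubated with DTT at 0.8 mM final as the reducing agent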
TNAP inh hiacc – TNAP (human) inhibition, high acceptor | P05186 | inhibition, % at 20 µM | 0.03% of 200,000 active | purified TNAP, CDP-star luminescence, 1 M DEA;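 active means over 50% inhibition of tissue-nonspecific alkaline phosphatase at 20 µM in the single-dose screen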;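 further: plate controls were DMSO wells for no effect and EDTA-quenched wells as full inhibition for full effect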
PMI act – increases human mannose-6-phosphate isomerase activity | 0.005% of 190,000 active | P34949 | activation factor at 20 µM | purified human PMI, coupled resazurin fluorescence, 20 min; hits give high values; 1 = vehicle control, 0 substrate-free wells | AID 1214;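 active means activation factor of 2 or more at 20 µM, relative to plate controls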
* = called active by the depositor; . = no result given.

SMILES	Hsp70 act	PMI act satM6P	TNAP inh noacc	RAM inhibit	S1P3 antagonist	L major viab	Efa HMGR inh	Redox H2O2 prof	TNAP inh hiacc	PMI act
O=C(NNc1c2ccccc2nc2ccccc12)c1ccc(O)cc1O	-0.1	1.1	3	2.8	.	99*	-3	-3.9	10	1
CCC(C)n1cnc2c(=O)oc3ccccc3c21 (stereo unspecified)	-0.3	1	-8	0.8	.	4	1	-17	-2	0.9
COc1ccc(C(=O)NNC(=O)Cn2nnc(-c3ccc(OC)c(OC)c3)n2)cc1	-0.5	1	-80	1.2	0	-5	-3	0.0	-4	1
Cc1ccc(S(=O)(=O)CCc2nc3ccccc3[nH]2)cc1	0.4	.	-10	0.0	-4	-4	2	-0.6	-1	.
COc1ccc(-c2cc(C(F)(F)F)n3nc(C)cc3n2)cc1	-0.1	0.8	-14	1.8	-2	3	5	-1.0	-4	0.9
CCOC(=O)N1CCN(C(=O)C2CCN(c3ncnc4c3sc3cccc(F)c34)CC2)CC1	-0.4	0.9	-6	2.2	4	2	-2	1.5	1	0.9
CCOc1ccc(NC(=O)C2C3C=CC4(CN(C(C(=O)OC)C(C)C)C(=O)C24)O3)cc1 (stereo unspecified)	-0.1	0.9	-5	0.4	-27	-6	0	0.4	-1	1
O=C(CCc1ccccc1)Nc1ccc2ccccc2n1	0.1	1	-4	2.8	-9	2	5	-0.5	-5	1
Cc1ccc(NC(=O)CSc2nnc([C@@H]3CCCN3C(=O)OC(C)(C)C)o2)c(C)c1	-0.3	1.1	-26	1.5	-2	-1	-5	2.1	-6	1.1
CCOC(=O)c1sc2nc(CC(=O)OC)nc(NCc3ccco3)c2c1C	-0.3	1.3	-13	11*	.	10	-9	1.6	-4	1.1
O=C(Nc1ccc(NC(=S)NC(=O)c2cccs2)cc1)c1ccco1	-0.1	.	1	6.6	6	-1	-2	0.2	-1	.
CCn1c(CC(=O)Nc2ccc(C)c(Cl)c2)nnc1SCCOc1ccc(OC)cc1	-0.2	1.1	-5	5.2	.	-2	-5	3.4	0	1
COc1ccc(CCNC(=O)CN(c2cc([N+](=O)[O-])ccc2OC)S(C)(=O)=O)cc1OC	-0.2	1	-2	-0.9	-6	3	-1	-0.3	2	1.1
Cc1ccc(NC(=S)/N=C(\N)Nc2nc(C)c3ccccc3n2)cc1C	-0.2	1	-38	0.3	-6	6	-2	-0.1	0	0.9
Cc1ccc([N+](=O)[O-])cc1-c1ccc2cccc(C)c2n1	-0.2	1.1	-10	7.4	.	-2	-3	9.3	0	1
CC1(C)CC(=O)C([N+](=O)[O-])=C(NCCCC(=O)O)C1	-0.3	1	-5	2.3	4	-2	-7	0.0	1	1.1
O=c1cc(-c2ccccc2)c2cc3c(cc2[nH]1)OCCO3	0.1	1	-11	1.5	-8	9	0	0.2	-4	1
O=S(=O)(Cc1ccc(Cl)cc1)N1CCN(Cc2ccccc2)CC1	1.3	1	-1	0.9	17	7	4	1.4	2	0.9
O=C(Cc1cccs1)N(c1ccc(F)cc1)C1(C(=O)NC2CCCCC2)CCCC1	-0.2	1.1	6	1.1	-6	39	-8	-0.1	-6	1
Cc1ccc(C)c(NC(=O)C(Sc2nc3ccc(C)cc3[nH]2)c2ccccc2)c1 (stereo unspecified)	-0.4	1	-19	2.4	9	28	-4	3.1	-8	1.1
COC(=O)c1ccc(CN2CCN(Cc3ccccc3)C(CCO)C2)cc1 (stereo unspecified)	-0.2	1	-12	2.1	-6	26	1	-0.4	-8	1
CCN(CC(=O)N1CCCCCC1)S(=O)(=O)c1ccc(Cl)cc1	-0.3	1	6	1.2	-26	34	-6	3.0	6	1
Cc1ccc(NC(=O)Cn2cnc3c(=O)n(C)c(=O)n(C)c32)c(C)c1	-0.2	0.9	-1	0.6	.	4	-4	1.1	-3	1
CCOC(=O)c1ccc(Nc2nc(-c3cccnc3)nc3ccccc23)cc1	0.0	0.7	-2	0.0	.	21	-7	1.6	-4	1
Cc1cccc(NC(=O)CSc2nc3ccccc3o2)c1	0.1	0.9	-6	-0.8	.	-5	-1	1.7	-2	0.8
COC(=O)CNC(=O)/C=C/c1ccc(OC)cc1	0.1	1	-14	0.0	.	-8	0	-3.6	-7	1
COC(=O)c1ccccc1NC(=O)C(CCS(C)(=O)=O)NC(C)=O (stereo unspecified)	-0.1	1	-12	1.6	-10	-4	0	-0.8	-5	1
Cn1c(=O)[nH]c(=O)c2c1nc(N1CCC(Cc3ccccc3)CC1)n2Cc1ccccc1	0.0	1	-62	1.4	-15	38	-1	0.3	-7	0.9
Cc1nc2ccc(NC3=NCCCCC3)cc2s1	-0.4	1	-10	0.5	-22	-3	-7	1.6	-3	1.1
O=C(COC(=O)c1cccc(Br)c1)NCCC1=CCCCC1	-0.2	0.9	-3	1.0	-4	2	-3	0.3	-2	1
Cc1ccc(N2CCN(S(=O)(=O)N3CCCCCC3)CC2)cc1Cl	0.1	1.1	-6	4.1	.	-2	-4	0.1	-6	1.1
CSc1cccc(NS(=O)(=O)c2ccc3c(c2)oc(=O)n3C)c1	-0.1	1	-17	0.6	-41	-1	-11	-0.6	-5	1
CCOc1ccc(C(=O)CCC(=O)NC(CC(C)C)C(=O)OC)cc1 (stereo unspecified)	-0.1	0.9	-12	0.1	-8	0	2	0.0	-1	1
Cc1cc(C)n(CC(=O)N/N=C/c2cccs2)n1	0.1	1	-12	1.8	-8	-6	-1	-0.2	-6	1
COc1ccc(-n2c(=S)[nH]c3cc(C(=O)NC4CCCCC4)ccc3c2=O)c(OC)c1	-0.2	1	-9	5.3	-27	-6	-7	12	-3	1
O=C(Nc1ccccc1)c1nsnc1C(=O)Nc1ccccc1	0.0	0.9	0	0.4	-3	8	-8	-1.4	-3	0.9
COc1cccc(C(=O)CC(=O)C(=O)Nc2cc(Cl)c(OC)cc2OC)c1	-0.3	0.6	6	5.0	20	18	-2	-0.1	4	1
CC(C)CNS(=O)(=O)c1ccc(C(=O)Nc2ccc3c(c2)OCCO3)cc1	-0.3	1	-8	1.9	-29	-4	-5	2.5	-4	1
CCOC(=O)c1cccc(NS(=O)(=O)c2ccc(NC(C)=O)cc2)c1	-0.4	1	16	0.3	.	4	-2	0.3	2	1
CCn1c(SCC(=O)Nc2ccc(NC(=O)c3cccs3)cc2)nnc1-c1cccnc1	-0.1	1	-14	5.9	-1	-10	-1	1.8	-7	1
Cc1cccc(N2CCN(C(=O)C(C)C)CC2)c1C	-0.2	1	-5	0.3	.	0	-6	-3.3	-5	1
O=C(COc1ccc(Br)cc1)N/N=C1\SCC(=O)N1c1ccc(F)cc1	0.0	1	-20	3.1	7	-7	-8	-0.2	2	0.9
Nc1nnc(-c2cccnc2)s1	-0.6	0.9	1	-0.2	-76	-2	-6	0.5	4	0.9
Cc1cc(C)cc(N(C(=O)CCC(=O)Nc2ccccn2)C(C(=O)NC(C)C)c2ccc(O)cc2)c1 (stereo unspecified)	-0.2	1	-6	3.5	-2	-5	-1	-1.1	0	1
O=C(NCc1ccc2c(c1)OCO2)C1CCCN(S(=O)(=O)c2cccnc2)C1 (stereo unspecified)	0.3	1	4	2.7	-10	-4	3	-0.2	-2	1
O=C(CN(c1ccc(F)cc1)S(=O)(=O)c1ccc2c(c1)OCCO2)Nc1ccccc1	0.1	0.9	-10	3.4	.	80*	-3	1.1	-5	0.8
COc1cc(NC(=O)c2ccc(C)cc2)c(OC)cc1NC(=O)CN1CCOCC1	0.0	0.9	-11	-0.8	-9	-1	-3	-0.1	-9	1
Cc1cc(=O)oc2cc(OCC3CC(c4ccc(N(C)C)cc4)=NO3)ccc12 (stereo unspecified)	-0.1	1	-10	6.7	8	-3	-4	-0.5	-2	1
C/C(CC(=O)Nc1ccc2c(c1)OCCO2)=N\NC(=O)C(=O)Nc1ccccc1C	0.5	1.1	-10	2.6	-19	2	1	-0.1	-6	1.1
C=CCn1c(SCc2nc3ccccc3[nH]2)nnc1-c1ccncc1	0.1	1	-9	-0.5	-17	6	-4	-0.6	-6	1

Compounds from the list above that contain an aryl thioether with sulfur outside any ring (seven):
SMILES	Hsp70 act	PMI act satM6P	TNAP inh noacc	RAM inhibit	S1P3 antagonist	L major viab	Efa HMGR inh	Redox H2O2 prof	TNAP inh hiacc	PMI act
Cc1ccc(NC(=O)CSc2nnc([C@@H]3CCCN3C(=O)OC(C)(C)C)o2)c(C)c1	-0.3	1.1	-26	1.5	-2	-1	-5	2.1	-6	1.1
CCn1c(CC(=O)Nc2ccc(C)c(Cl)c2)nnc1SCCOc1ccc(OC)cc1	-0.2	1.1	-5	5.2	.	-2	-5	3.4	0	1
Cc1ccc(C)c(NC(=O)C(Sc2nc3ccc(C)cc3[nH]2)c2ccccc2)c1 (stereo unspecified)	-0.4	1	-19	2.4	9	28	-4	3.1	-8	1.1
Cc1cccc(NC(=O)CSc2nc3ccccc3o2)c1	0.1	0.9	-6	-0.8	.	-5	-1	1.7	-2	0.8
CSc1cccc(NS(=O)(=O)c2ccc3c(c2)oc(=O)n3C)c1	-0.1	1	-17	0.6	-41	-1	-11	-0.6	-5	1
CCn1c(SCC(=O)Nc2ccc(NC(=O)c3cccs3)cc2)nnc1-c1cccnc1	-0.1	1	-14	5.9	-1	-10	-1	1.8	-7	1
C=CCn1c(SCc2nc3ccccc3[nH]2)nnc1-c1ccncc1	0.1	1	-9	-0.5	-17	6	-4	-0.6	-6	1

Some of these compounds in order of heavy-atom count, smallest number first.
SMILES	Hsp70 act	PMI act satM6P	TNAP inh noacc	RAM inhibit	S1P3 antagonist	L major viab	Efa HMGR inh	Redox H2O2 prof	TNAP inh hiacc	PMI act
O=C(COc1ccc(Br)cc1)N/N=C1\SCC(=O)N1c1ccc(F)cc1	0.0	1	-20	3.1	7	-7	-8	-0.2	2	0.9
CC(C)CNS(=O)(=O)c1ccc(C(=O)Nc2ccc3c(c2)OCCO3)cc1	-0.3	1	-8	1.9	-29	-4	-5	2.5	-4	1
O=C(NCc1ccc2c(c1)OCO2)C1CCCN(S(=O)(=O)c2cccnc2)C1 (stereo unspecified)	0.3	1	4	2.7	-10	-4	3	-0.2	-2	1
